CHRM4 PAM = human M4 muscarinic receptor positive allosteric modulators, primary screen, CHO-K1 cells, Fluo-8 calcium fluorescence. activation, % at 3 µM. 360,000 tested, 0.4% active. CHO-K1 hM4/Gqi5, ACh EC20; 0% = ACh EC20, 100% = maximal ACh;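 active = activation above its plate's cutoff, the mean activation of sample wells plus 3 SD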; note: some results filed as inactive read as strong as hits
IDE act = human IDE activators in live cells, primary screen, fluorescence polarization, HEK cells, FAbeta-B substrate | activation, % at 5.96 µM | FAbeta-B cleavage; 0% vehicle, 100% cell-free pure enzyme wells | 340,000 tested, 0.073% active | Insulin-degrading enzyme (Homo sapiens), P14735 | AID 493087, 2011;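 active = activation above the mean of all tested compounds plus 3 SD, set per screening campaign, cut at about 17% in these data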
p-CIP stab down = p/CIP-EGFP fusion destabilizers, primary screen, fluorescence, F442A cells; 16 h; decrease of EGFP signal, % at 10 µM; 290,000 tested, 0.01% active; AID 1984, 2009;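 active = EGFP signal decrease of at least 30% at 10 µM or well 3 SD below plate mean, unless failing retest; inactive = the rest, including hits failing retest or dose response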; note: some compounds called inactive have numbers as strong as hits; many of its hits are not listed in these tables
CRFR2-BP ag = agonists of CRF-BP/CRF-R2 complex, primary screen, cell-based, HEK293, calcium dye fluorescence, uHTS; calcium dye fluorescence (FLIPR); percent of saturating CRF peptide response; activation, % at 13.2 µM; 350,000 tested, 0.46% active; AID 588473, 2011;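 active = activation of at least 50%, plus an integration ratio under a set limit after plate pattern correction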;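 note: plate controls were neutral control wells without compound for no effect and CRF at EC100 for full effect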
IDE cell inh = human IDE inhibitors in live cells, primary screen, fluorescence polarization, HEK cells, FAbetaB substrate. Insulin-degrading enzyme (Homo sapiens), P14735. inhibition, % at 5.59 µM. 320,000 tested, 0.41% active. FAbetaB cleavage. AID 434962, 2010;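 active = percent inhibition above the average of all tested compounds plus 3 SD, set per screening campaign, cut at about 16% in these data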;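 note: IDE supplied by intact live HEK cells; FP after avidin binding of uncleaved biotin substrate so inhibition keeps polarization high; 0% = DMSO wells and 100% = 60 µM reference IDE inhibitor Ii1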
CRFR2-BP antag = antagonists of CRF-BP/CRF-R2 complex, primary screen, cell-based, HEK293, calcium dye fluorescence, uHTS; 350,000 tested, 0.59% active; CRF-induced calcium fluorescence; inhibition, % at 11.8 µM;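 active = inhibition of the ligand-induced calcium signal above about 50% at the single tested concentration, limit read from the data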
GalR3 antag = GalR3 antagonists in HEK293 cells, primary screen, cell-based, fluorescence readout | 360,000 tested, 0.44% active | inhibition, % at 3 µM | HEK293 GalR3-CNG cAMP membrane potential fluorescence; galR3 body fused to GalR1 C-terminus | Galanin receptor type 3 (Homo sapiens), O60755;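 active = inhibition above the screen-wide average plus 3 SD, cut at about 13% in these data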;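 note: forskolin and galanin both at EC90 stimulate the cells; cAMP rise reported by CNG channel membrane potential dye signal; 0% = forskolin plus galanin with DMSO and 100% = forskolin alone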
PHOSPHO1 block = PubChem AID 1565 | Phosphoethanolamine/phosphocholine phosphatase (Homo sapiens), Q8TCT1 | recombinant PHOSPHO1, absorbance phosphatase assay | inhibition, % at 13.3 µM | 290,000 tested, 1.1% active; in the data active = inhibition above about 60%
Target sequence (Q8TCT1 whole entry, looked up): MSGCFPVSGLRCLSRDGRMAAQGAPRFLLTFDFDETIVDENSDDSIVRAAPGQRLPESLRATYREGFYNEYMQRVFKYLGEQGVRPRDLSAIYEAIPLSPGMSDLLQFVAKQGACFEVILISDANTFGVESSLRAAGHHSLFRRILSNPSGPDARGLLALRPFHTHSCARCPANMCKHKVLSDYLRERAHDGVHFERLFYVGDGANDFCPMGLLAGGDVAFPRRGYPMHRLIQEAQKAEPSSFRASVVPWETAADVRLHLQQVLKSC
MEKK3 PB1 HTS = modulators of MEKK3-MEK5 PB1 binding, primary screen, biochemical, wildtype MEKK3, multiplex bead flow cytometry, Alexa488-MEK5. Mitogen-activated protein kinase kinase kinase 3 (Homo sapiens), Q99759. 290,000 tested, 1.4% active. bead-based flow cytometry, Alexa488-MEK5 binding to MEKK3; actives lie on both sides; 0 = blocked by unlabeled MEK5, 100 = vehicle. binding response (% of control), % at 10 µM;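 active = binding response more than 3 SD above or below the average of its plate-row segment, actives on both sides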;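 note: Alexa488 bead fluorescence after subtracting the streptavidin-only scavenger bead signal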
Target sequence (Q99759 whole entry, looked up): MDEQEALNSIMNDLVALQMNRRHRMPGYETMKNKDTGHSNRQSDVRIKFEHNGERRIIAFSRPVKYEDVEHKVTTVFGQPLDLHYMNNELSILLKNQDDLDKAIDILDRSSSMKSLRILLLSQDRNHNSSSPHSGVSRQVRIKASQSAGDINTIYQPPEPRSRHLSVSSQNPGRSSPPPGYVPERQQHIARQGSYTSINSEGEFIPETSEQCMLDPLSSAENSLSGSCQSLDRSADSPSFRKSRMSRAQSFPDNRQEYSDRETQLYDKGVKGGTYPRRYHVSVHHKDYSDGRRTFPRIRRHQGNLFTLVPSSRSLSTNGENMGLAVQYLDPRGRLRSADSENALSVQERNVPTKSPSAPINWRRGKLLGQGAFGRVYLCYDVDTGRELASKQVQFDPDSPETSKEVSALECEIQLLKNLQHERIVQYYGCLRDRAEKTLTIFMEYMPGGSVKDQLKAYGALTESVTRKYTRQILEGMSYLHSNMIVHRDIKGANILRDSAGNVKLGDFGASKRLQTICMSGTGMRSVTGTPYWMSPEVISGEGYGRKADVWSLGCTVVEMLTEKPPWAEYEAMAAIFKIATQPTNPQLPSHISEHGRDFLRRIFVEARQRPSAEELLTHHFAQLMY
* = called active by the depositor. Hits appear at their usual frequency (roughly 4.2% active in at least one column).

Results for N#Cc1ccc(S(=O)(=O)N2CCN(CC(=O)NCC3(N4CCOCC4)CCCCC3)CC2)cc1 ?
CHRM4 PAM: 2; IDE act: -3; CRFR2-BP ag: -1.6; IDE cell inh: 5; CRFR2-BP antag: 6; GalR3 antag: -1

How did Cc1ccc(/C=N\NC(=O)C2CN(S(=O)(=O)c3ccccc3)CCN2S(=O)(=O)c2ccccc2)cc1 (stereo unspecified) do in these assays?
CHRM4 PAM: 0; IDE act: -6; p-CIP stab down: -18; CRFR2-BP ag: -1.5; IDE cell inh: 8; CRFR2-BP antag: -22; GalR3 antag: -5; PHOSPHO1 block: -23; MEKK3 PB1 HTS: 105

What do the screens show for `COC(=O)[C@H](CC(C)C)N1Cc2cc(OC)cc(OC)c2-c2ccccc2S1(=O)=O`?
CHRM4 PAM: -3; IDE act: 4; CRFR2-BP ag: -4.6; CRFR2-BP antag: 7; GalR3 antag: -7

What do the screens show for `Cc1ccc(S(=O)(=O)Nc2ccncc2)c(C)c1N(C)S(=O)(=O)c1ccc(Cl)cc1`?
CHRM4 PAM: 7; IDE act: 5; p-CIP stab down: -9; CRFR2-BP ag: -1.9; IDE cell inh: 1; CRFR2-BP antag: 17; GalR3 antag: 4; PHOSPHO1 block: -15; MEKK3 PB1 HTS: 102

Results for COc1ccccc1NC(=O)CCSc1nc(C)cs1 ?
CHRM4 PAM: -1; IDE act: -3; p-CIP stab down: 1; CRFR2-BP ag: -0.2; IDE cell inh: 4; CRFR2-BP antag: 4; GalR3 antag: -11; MEKK3 PB1 HTS: 89

What do the screens show for `CN(CC(=O)Nc1ccc(N2CCOCC2)cc1)Cc1c(O)ccc2ccccc12`?
CHRM4 PAM: 1; IDE act: 2; p-CIP stab down: 4; CRFR2-BP ag: -0.9; IDE cell inh: -2; CRFR2-BP antag: 2; GalR3 antag: 2; PHOSPHO1 block: -51; MEKK3 PB1 HTS: 103

What do the screens show for `O=C(O)CSc1nnc(-c2ccc3c(c2)OCO3)o1`?
CHRM4 PAM: 1; IDE act: 2; p-CIP stab down: -8; CRFR2-BP ag: -0.5; IDE cell inh: -5; CRFR2-BP antag: 6; GalR3 antag: -5; PHOSPHO1 block: -12; MEKK3 PB1 HTS: 107

What do the screens show for `COC(=O)[C@@]1(Cc2ccc(OC)cc2)[C@H]2c3cc(C(=O)N(C)C)n(CCSCCO)c3C[C@H]2CN1C(=O)c1ccccc1`?
CHRM4 PAM: 13; IDE act: 8; p-CIP stab down: -4; CRFR2-BP ag: -1.2; IDE cell inh: 0; CRFR2-BP antag: -2; PHOSPHO1 block: -9; MEKK3 PB1 HTS: 99

How did COc1ccc(OCc2cc(C(=O)N(C)CC3CCCCO3)no2)c(Cl)c1 (stereo unspecified) do in these assays?
CHRM4 PAM: -3; IDE act: 3; p-CIP stab down: 1; CRFR2-BP ag: -0.2; IDE cell inh: 0; CRFR2-BP antag: -4; GalR3 antag: -2; PHOSPHO1 block: 36; MEKK3 PB1 HTS: 99

How did Cc1cc(/C=C2\SC(=S)NC2=O)c(C)n1C do in these assays?
CHRM4 PAM: 2; IDE act: -7; p-CIP stab down: -27; CRFR2-BP ag: 1.6; IDE cell inh: 6; CRFR2-BP antag: -5; GalR3 antag: -4; PHOSPHO1 block: 88*; MEKK3 PB1 HTS: 93

What do the screens show for `COc1ccc(/C(O)=C2/C(=O)C(=O)N(CCN3CCOCC3)C2c2ccccn2)cc1OC` (stereo unspecified)?
CHRM4 PAM: -4; IDE act: 1; p-CIP stab down: 17; CRFR2-BP ag: 0.4; IDE cell inh: 7; CRFR2-BP antag: 4; GalR3 antag: -3; PHOSPHO1 block: -12; MEKK3 PB1 HTS: 93

How did Cc1cccc(N2C(=O)N3[C@@H]4c5ccccc5OC[C@@H]4[C@@H](c4ccccc4)[C@]3(C)C2=O)c1 do in these assays?
CHRM4 PAM: -1; IDE act: -1; p-CIP stab down: -7; CRFR2-BP ag: 0.4; IDE cell inh: 4; CRFR2-BP antag: 11; PHOSPHO1 block: -19; MEKK3 PB1 HTS: 106

How did CCC1(C)Cc2c(sc3nnn(Cc4ccccc4Cl)c(=O)c23)CO1 (stereo unspecified) do in these assays?
CHRM4 PAM: 3; IDE act: -3; p-CIP stab down: -3; CRFR2-BP ag: 0.0; IDE cell inh: -4; CRFR2-BP antag: 3; GalR3 antag: -3; PHOSPHO1 block: 34; MEKK3 PB1 HTS: 105

What do the screens show for `CCOc1ccccc1NC(=O)CN1C(=O)COc2ccc(S(=O)(=O)N3CCOCC3)cc21`?
CHRM4 PAM: 8; IDE act: 2; p-CIP stab down: 5; CRFR2-BP ag: -2.9; IDE cell inh: 3; CRFR2-BP antag: 4; GalR3 antag: -7; PHOSPHO1 block: 36; MEKK3 PB1 HTS: 100

What do the screens show for `COC(=O)Cc1ccc(NC(=O)c2ccc(Br)o2)cc1`?
CHRM4 PAM: -5; IDE act: 10; p-CIP stab down: -3; CRFR2-BP ag: 2.4; IDE cell inh: 0; CRFR2-BP antag: 18; GalR3 antag: -3; PHOSPHO1 block: 4; MEKK3 PB1 HTS: 107

What do the screens show for `CCCCCC1CCC(C(=O)NCCN2CCOCC2)CC1` (stereo unspecified)?
CHRM4 PAM: -5; IDE act: 0; p-CIP stab down: -4; CRFR2-BP ag: -1.2; IDE cell inh: -1; CRFR2-BP antag: 30; GalR3 antag: -9; PHOSPHO1 block: 7; MEKK3 PB1 HTS: 105

How did Cc1ccsc1C1C(C#N)=C(N)N(N(C)C)C2=C1C(=O)CCC2 (stereo unspecified) do in these assays?
CHRM4 PAM: 1; IDE act: -1; p-CIP stab down: -1; CRFR2-BP ag: -2.4; IDE cell inh: -1; CRFR2-BP antag: 1; GalR3 antag: -4; PHOSPHO1 block: -120; MEKK3 PB1 HTS: 98

How did O=C(C1CCCN(S(=O)(=O)c2ccccc2)C1)N1CCCCC1 (stereo unspecified) do in these assays?
CHRM4 PAM: 7; IDE act: 1; p-CIP stab down: 3; CRFR2-BP ag: -0.1; IDE cell inh: 1; CRFR2-BP antag: -4; GalR3 antag: -2; PHOSPHO1 block: 16; MEKK3 PB1 HTS: 93

How did COc1ccc(CNC(=O)c2coc(=O)c3ccccc23)c(OC)c1 do in these assays?
CHRM4 PAM: 2; IDE act: 0; p-CIP stab down: -9; CRFR2-BP ag: -0.9; IDE cell inh: 2; CRFR2-BP antag: 9; GalR3 antag: -6; PHOSPHO1 block: -11; MEKK3 PB1 HTS: 103

Results for CC1(C)NC(=O)N(CC(=O)NNC(=O)c2ccccc2F)C1=O ?
CHRM4 PAM: 7; IDE act: 1; CRFR2-BP ag: -0.7; IDE cell inh: 4; CRFR2-BP antag: -5; GalR3 antag: -3

How did Cc1cc2[nH]c(=O)c(=O)[nH]c2cc1S(=O)(=O)NC1CCCCC1C (stereo unspecified) do in these assays?
CHRM4 PAM: 7; IDE act: 4; p-CIP stab down: -6; CRFR2-BP ag: -1.3; IDE cell inh: 1; CRFR2-BP antag: 6; PHOSPHO1 block: 7; MEKK3 PB1 HTS: 96

How did CC(=O)N1CCN(S(=O)(=O)c2cccc(C(=O)NNC(=O)c3ccc(Br)cc3)c2)CC1 do in these assays?
CHRM4 PAM: 8; IDE act: -3; CRFR2-BP ag: 0.1; CRFR2-BP antag: 8; GalR3 antag: 0

Results for Cc1cc(N=Nc2ccccc2)cc(C)c1NC(=O)C(F)(F)F ?
CHRM4 PAM: 12; IDE act: 6; CRFR2-BP ag: 3.0; CRFR2-BP antag: 26; GalR3 antag: -5

Results for CN(C(=O)CSc1nc2ccccc2c(=O)n1-c1ccc(F)cc1)C1CCS(=O)(=O)C1 (stereo unspecified) ?
CHRM4 PAM: 4; IDE act: 6; CRFR2-BP ag: -0.3; IDE cell inh: -1; CRFR2-BP antag: -3; GalR3 antag: -5

How did Cc1cc2c(nn1)CCc1nonc1-2 do in these assays?
CHRM4 PAM: 7; IDE act: 5; p-CIP stab down: -10; CRFR2-BP ag: -0.8; IDE cell inh: 2; CRFR2-BP antag: 0; PHOSPHO1 block: 14; MEKK3 PB1 HTS: 100

Results for COC(=O)CCCCC1SCC2NC(=O)NC21O (stereo unspecified) ?
CHRM4 PAM: 3; IDE act: -27; p-CIP stab down: 1; CRFR2-BP ag: -2.0; IDE cell inh: 5; CRFR2-BP antag: -7; GalR3 antag: -7; PHOSPHO1 block: 5; MEKK3 PB1 HTS: 103

How did COc1cc2c(cc1OC)C(C)N(C(=O)/C=C/c1cc(OC)c(OC)c(OC)c1)CC2 (stereo unspecified) do in these assays?
CHRM4 PAM: -10; IDE act: 5; p-CIP stab down: -6; CRFR2-BP ag: -5.8; IDE cell inh: 1; CRFR2-BP antag: -11; GalR3 antag: -12; PHOSPHO1 block: 33; MEKK3 PB1 HTS: 107

What do the screens show for `O=S(=O)(NC(=NCc1ccccc1)c1ccc(F)cc1)c1ccc(Cl)cc1`?
CHRM4 PAM: -1; IDE act: 10; p-CIP stab down: -4; CRFR2-BP ag: 1.1; IDE cell inh: 2; CRFR2-BP antag: -16; GalR3 antag: 3; PHOSPHO1 block: 44; MEKK3 PB1 HTS: 105

Results for COc1cc(OC)c(OC)cc1/C=N/n1c(COc2ccccc2)n[nH]c1=S ?
CHRM4 PAM: 4; IDE act: -3; p-CIP stab down: -6; CRFR2-BP ag: -2.2; IDE cell inh: -4; CRFR2-BP antag: 12; GalR3 antag: -5; PHOSPHO1 block: 0; MEKK3 PB1 HTS: 102

What do the screens show for `Cc1nc2sc(C(=O)OC(C)C)c(N)c2c(C)c1C`?
CHRM4 PAM: 14; IDE act: 8; p-CIP stab down: 18; CRFR2-BP ag: -1.7; IDE cell inh: -1; CRFR2-BP antag: 13; GalR3 antag: -4; PHOSPHO1 block: 0; MEKK3 PB1 HTS: 104

What do the screens show for `CCc1ccc(-c2nc(CS(=O)CC(=O)NCc3ccco3)c(C)o2)cc1` (stereo unspecified)?
CHRM4 PAM: 1; IDE act: 1; p-CIP stab down: -3; CRFR2-BP ag: -0.1; IDE cell inh: -3; CRFR2-BP antag: -4; GalR3 antag: -10; PHOSPHO1 block: 26; MEKK3 PB1 HTS: 100

How did CC1=C(C(=O)N2CCOCC2)CC(CC(=O)NCc2cccc3ccccc23)C(=O)N1CCC1=CCCCC1 (stereo unspecified) do in these assays?
CHRM4 PAM: 1; CRFR2-BP ag: -2.6; CRFR2-BP antag: 2; GalR3 antag: -4

What do the screens show for `NC1=NC(=O)C(Cc2ccc(F)cc2)S1` (stereo unspecified)?
CHRM4 PAM: 3; IDE act: -4; p-CIP stab down: 7; CRFR2-BP ag: -1.0; IDE cell inh: 6; CRFR2-BP antag: 21; GalR3 antag: -10; PHOSPHO1 block: 50; MEKK3 PB1 HTS: 104

What do the screens show for `CC(=O)Nc1cccc(-c2csc(NCc3ccccc3)n2)c1`?
CHRM4 PAM: -6; IDE act: 8; p-CIP stab down: -2; CRFR2-BP ag: -0.6; IDE cell inh: 2; CRFR2-BP antag: -2; GalR3 antag: -5; PHOSPHO1 block: 7; MEKK3 PB1 HTS: 101

Screening data from PubChem.
